Screening data (PubChem BioAssay)
dFosB act = activators of mouse delta FosB homodimer | 340,000 compounds, 0.99% hits | activation, % at 25 µM | P13346 | AID 493131 | purified delta FosB, TAMRA-CDK5 oligo fluorescence polarization; percent of positive-control signal above neutral wells;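 active means mean activation above about 17%, with every replicate also reaching it, limit read from the data, passing the limit was not always enough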;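 further: fluorescence polarization rise as delta FosB binds a TAMRA Cdk5 AP-1 oligo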
Target sequence (P13346 whole entry, looked up): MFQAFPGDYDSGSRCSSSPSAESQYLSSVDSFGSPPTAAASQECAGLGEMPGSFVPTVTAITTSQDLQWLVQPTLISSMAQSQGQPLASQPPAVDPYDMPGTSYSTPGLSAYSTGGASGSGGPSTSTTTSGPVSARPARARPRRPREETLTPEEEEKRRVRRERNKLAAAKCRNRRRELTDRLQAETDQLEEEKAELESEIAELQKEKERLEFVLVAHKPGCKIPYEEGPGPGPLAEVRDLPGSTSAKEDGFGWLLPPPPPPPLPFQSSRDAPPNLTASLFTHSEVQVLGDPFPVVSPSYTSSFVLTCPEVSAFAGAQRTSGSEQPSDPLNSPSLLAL
DSG3 Ab inh = blocks pemphigus antibody binding to human desmoglein-3; AID 588358; DSG3-coupled beads, scFv-anti-DSG3-GFP binding, flow cytometry; active compounds read low; P32926; binding (percent of control), % at 10 µM; 310,000 compounds, 0.48% hits;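 active means binding more than 3 SD below its plate's average and above zero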;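 further: hits lower antibody fragment binding to DSG3; some compounds called inactive have numbers as strong as hits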
Mot1-301 SUMO = inhibitors of SUMOylation pathway: yeast Mot1-301 growth rescue; S. cerevisiae Mot1-301 growth rescue, ATP luminescence, 38.5C; percent above DMSO median, 100 means doubled; growth rescue, % at 18.8 µM; 320,000 compounds, 1% hits;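 active means every valid replicate shows activation above 250% relative to neutral control wells; inactive means the rest, any valid replicate at or below 250%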;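 further: OY570 slx delta 5 strain wells were the positive control but not used for scaling; some compounds called inactive have numbers as strong as hits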
PKA-R2B act = activates the human PKA-R2B holoenzyme complex; P22694+P31323; PKA-R2B holoenzyme dissociation, Cy5-IP20 fluorescence polarization; R2B truncated from residue 108, S112A mutant; 0% DMSO only, 100% 113 µM cGMP; activation, % at 11.4 µM; 340,000 compounds, 0.079% hits; AID 504700;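 active means activation above a cutoff set at the mean over all compounds plus 3 SD, cut at about 18% in these data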;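 further: higher means more holoenzyme dissociation and a rise in polarization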
MITF act = MITF TRPM1 promoter activation in melanoma cells; 300,000 compounds, 0.75% hits; activation, % at 12.5 µM; SK-MEL-5 TRPM1-promoter luciferase, 24 h; % of positive control, neutral wells = 0;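 active means mean activation of at least 80% with every replicate also reaching 80%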;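 further: 0% = neutral control wells and 100% = parthenolide positive control wells; values of inactives mirror those of a sister screen read the other way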
SR-BI DiI-HDL act = enhances SR-BI lipid uptake from DiI-HDL | activation, % at 12.5 µM | 320,000 compounds, 0.096% hits | CHO ldlA[mSR-BI] cells, DiI-HDL uptake fluorescence, 3 h; 100 = double the neutral-control signal;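 active means mean replicate activation of at least 60% and every replicate at or above 60%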;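 further: 0% = median plate neutral-control signal and 100% = twice that signal; values of inactives mirror those of a sister screen read the other way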
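System: CHO ldlA[mSR-BI] cells / Medium: HEPES-buffered (25 mM, pH 7.4) F12 plus 0.5% BSA / Probe or stimulus: labelled HDL, 10 µg/mL / Doses: single compound concentration, delivered by pin transfer / Schedule: 3 h, 37 °C / Measured by: DiI fluorescence, bottom read / Measure: cell-associated DiI fluorescence as measure of HDL uptake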
NSD2 HMT inh = inhibitors of human histone methyltransferase NSD2; NSD2 peptide methylation, AlphaScreen, 120 min; inhibition, % at 12.5 µM; 310,000 compounds, 0.54% hits; AID 743445; in the data active means inhibition above about 50%
PKA-R1A activ = activators of PKA-R1A complex; 340,000 compounds, 0.083% hits; activation, % at 11.4 µM; P00514+P68181; PKA-R1A dissociation, Cy5-IP20 fluorescence polarization; scaled: DMSO 0%, 113 µM cGMP 100%;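 active means percent activation above the mean of all tested compounds plus 3 SD, cut at about 19% in these data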;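 further: higher means more PKAc released from R1A so a rise in polarization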
SR-BI HDL uptake = mouse SR-BI HDL lipid transfer inhibition. inhibition, % at 12.5 µM. ldlA[mSR-BI] CHO cells, DiI-HDL uptake fluorescence, 3 h. Q61009. 320,000 compounds, 0.96% hits;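 active means mean replicate inhibition of at least 70% and a set share of replicates each scoring 70 or more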;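 further: 0% = median of neutral control wells and 100% = median of positive control wells; values of inactives mirror those of a sister screen read the other way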
CDK5 inh = CDK5/p35 (human) kinase inhibition; AID 488839; inhibition, % at 10 µM; Recombinant CDK5/p35, ADP-Glo luminescence, 60 min; Q00535+Q15078; 330,000 compounds, 0.01% hits;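 active means highest replicate inhibition of at least 50% and at least 75% of replicates reaching 50%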;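 further: plate controls were DMSO neutral control for no effect and GW8510 at 10 µM for full effect; many of its hits are not listed in these tables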
Target sequence (Q00535 whole entry, looked up): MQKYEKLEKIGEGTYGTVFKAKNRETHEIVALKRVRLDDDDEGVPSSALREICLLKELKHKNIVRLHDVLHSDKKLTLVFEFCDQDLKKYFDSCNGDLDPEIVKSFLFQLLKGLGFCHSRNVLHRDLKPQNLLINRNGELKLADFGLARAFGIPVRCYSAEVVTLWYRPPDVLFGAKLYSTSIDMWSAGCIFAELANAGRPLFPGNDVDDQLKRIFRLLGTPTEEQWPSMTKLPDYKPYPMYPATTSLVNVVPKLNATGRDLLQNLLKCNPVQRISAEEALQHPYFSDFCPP
Target sequence (Q15078 whole entry, looked up): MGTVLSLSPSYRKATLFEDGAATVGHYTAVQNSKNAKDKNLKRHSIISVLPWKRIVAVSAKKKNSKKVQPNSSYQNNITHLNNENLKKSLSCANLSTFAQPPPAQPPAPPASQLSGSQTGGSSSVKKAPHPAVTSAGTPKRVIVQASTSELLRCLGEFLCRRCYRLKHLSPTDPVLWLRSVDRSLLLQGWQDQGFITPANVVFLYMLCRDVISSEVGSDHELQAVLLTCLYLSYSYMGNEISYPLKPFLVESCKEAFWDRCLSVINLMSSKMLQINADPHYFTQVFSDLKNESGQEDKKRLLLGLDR
Arr AP2 block = inhibitors of human beta-arrestin and AP2 interaction; FITC-arrestin peptide / GST-AP2 beads, flow cytometry; AP2 beta2 appendage carries R879A mutation; inhibition, % at 10 µM; 340,000 compounds, 0.31% hits; AID 504490;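 active means inhibition above a set limit, near 3 SD of compounds lacking own fluorescence, cut at about 54% in these data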;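 further: plate controls were DMSO wells for no effect and 5 µM unlabelled arrestin peptide for full effect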
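test system = AP2 appendage R879A on GSH beads | buffer or medium = PBS plus Tween 20 (0.05%) and BSA (0.1%) | incubation = 12 min plus 1 h, RT | detection = bead flow cytometry, FITC channel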
Numbers without * were called inactive; i = inactive; · = no result given. Random draw from the library (roughly 4.7% active in at least one column).

cpd | MITF act | CDK5 inh | PKA-R1A activ | Arr AP2 block | dFosB act | PKA-R2B act | SR-BI HDL uptake | Mot1-301 SUMO | SR-BI DiI-HDL act | DSG3 Ab inh | NSD2 HMT inh | canonical_smiles
1 | -2 | -2.5 | -11 | -3 | -4 | -5 | 0 | 1 | 0 | 101 | -2 | CC1CC(C(=O)Nc2ccccc2)C(=O)O1 (configuration not stated)
2 | -5 | 0.3 | -10 | 1 | -1 | 0 | 1 | 15 | -1 | 105 | 6 | COC(=O)c1ccc(CSc2ccccc2C)o1
3 | · | -1.6 | 2 | -3 | 2 | -1 | 3 | 27 | -3 | · | 0 | CNCC(O)COc1ccccc1 (configuration not stated)
4 | 6 | -0.2 | 4 | 4 | 4 | -4 | -21 | -13 | 21 | 101 | · | CC(C)(O)[C@@H]1Cc2c(ccc3ccc(=O)oc23)O1
5 | -7 | -0.9 | -14 | 2 | 2 | 1 | -14 | -8 | 14 | 87 | 0 | COC(CC(=O)NNC(=S)Nc1ccccc1)OC
6 | 5 | -4.8 | 4 | -5 | -2 | -9 | 10 | 280 | -10 | 96 | 4 | CCc1noc(C)c1C(=O)NCCc1ccc(S(N)(=O)=O)cc1
7 | 47 | -1.1 | -6 | 8 | -4 | 1 | 15 | -1 | -15 | 83 | 0 | COc1ccc(N2CCN(C(=O)C3Cc4ccccc4CN3C(=O)c3ccccc3)CC2)cc1 (configuration not stated)
8 | 5 | -3.8 | -6 | -12 | -3 | -8 | 30 | 184 | -30 | 101 | 3 | CN(C(=O)COC(=O)c1ccc2[nH]c3c(c2c1)CCCC3)C1CCS(=O)(=O)C1 (configuration not stated)
9 | · | 1.5 | -2 | 38 | -8 | -1 | 13 | 5 | -13 | 100 | -14 | Cc1ccc2cc(C#N)c(N3CCN(C(=O)c4cccs4)CC3)nc2c1
10 | 8 | 1.3 | 5 | -9 | 1 | 0 | 0 | i | 0 | 105 | 1 | CC(CCN1CCC(n2nccc2NC(=O)c2ccccc2Cl)CC1)c1ccccc1 (configuration not stated)
11 | -8 | 0.2 | 8 | -4 | -4 | -2 | 29 | -21 | -29 | 145 | -4 | Cc1ccc(NC(=O)CSc2ccccn2)cc1S(=O)(=O)N1CCOCC1
12 | -2 | -3.0 | -12 | 1 | -2 | -4 | -11 | -1 | 11 | 86 | -5 | CCOC(=O)C1=C(c2ccccc2)N2CCS(=O)(=O)N=C2S1
13 | -2 | -2.9 | -3 | -12 | 9 | -10 | 2 | 296 | -2 | 103 | 8 | CCC1CCc2sc(C(=O)N(C)CC(=O)Nc3ccc(N4CCOCC4)cc3)cc2C1 (configuration not stated)
14 | 3 | 0.2 | 9 | -8 | -12 | 12 | -8 | -3 | 8 | 104 | 1 | O=C(c1ccc2nccnc2c1)N1CCCC(Nc2ccc(F)c(F)c2)C1 (configuration not stated)
15 | 2 | -0.9 | -8 | 17 | 6 | -3 | 26 | -9 | -26 | 88 | 0 | O=C(Cc1ccccc1)NN1C(=O)c2ccccc2C1=O
16 | -3 | -1.0 | -7 | 24 | 1 | 1 | -1 | 143 | 1 | 106 | · | COc1ccc(C)cc1Cn1nnc2ccccc21
17 | -11 | -4.8 | -7 | 18 | 6 | -5 | -21 | 34 | 21 | 102 | 1 | Cc1nc2ccccn2c1C(=O)NC1CCCC1
18 | 8 | 0.5 | 2 | -13 | 34* | 1 | 33 | -1 | -33 | 98 | 0 | COc1ccc(/C=C2\SC(=S)N(CCC(=O)Nc3ccc(O)cc3)C2=O)cc1
19 | 89* | -0.2 | 0 | 0 | 10 | 0 | 9 | -4 | -9 | 112 | · | COc1ccc(Nc2nc(N)c3ccccc3n2)c(OC)c1
20 | -10 | 1.9 | -1 | 8 | -8 | 2 | 1 | 12 | -1 | 101 | 0 | COc1ccc(C)cc1-n1nnnc1SCc1cn2ccsc2n1
21 | · | 0.2 | -10 | 12 | -1 | -19 | -17 | 6 | 17 | 128 | · | Cc1ccc(CNC(=O)c2cccc3c2C(=O)c2ccc(N4CCCCC4)cc2S3(=O)=O)cc1
22 | · | -1.7 | -5 | 3 | -9 | -16 | · | -2 | · | 119 | · | COc1cc(Br)c(CNc2cc(C)ccc2C)cc1OC
23 | -2 | -0.1 | 0 | 4 | -9 | 0 | -11 | -21 | 11 | · | · | CC(C)CC(c1nnnn1Cc1ccccc1)N1CCC(C(N)=O)CC1 (configuration not stated)
24 | -2 | -0.5 | -1 | -3 | 1 | -11 | -2 | · | 2 | 123 | 1 | COc1cc(-c2cc(OC)c(O)c(OC)c2)cc(OC)c1O
25 | 6 | -1.2 | -20 | -1 | 1 | -10 | -11 | 10 | 11 | 104 | · | N#CCCN1CCN(Cc2ccccc2)CCC1=O
26 | -10 | -1.1 | 3 | 25 | -10 | -4 | -31 | 212 | 31 | 102 | 4 | COc1cccc(N2CCN(c3ccc4nnc(CCC(=O)N5CCN(C)CC5)n4n3)CC2)c1
27 | 5 | 0.8 | 10 | -2 | 12 | 7 | -11 | 53 | 11 | 106 | 4 | COCCNC(=O)COc1ccccc1Cl
28 | 28 | 0.8 | 1 | -8 | -12 | -5 | 3 | 317 | -3 | 102 | -5 | O=C(Nc1ccc(F)cc1)c1c(Cl)nc2ccccn12
29 | -9 | -0.3 | -6 | -10 | -2 | -10 | 1 | -11 | -1 | · | 0 | O=C(Nc1ccccc1)N1CCCN(c2nccc(C(F)(F)F)n2)CC1
30 | · | -2.6 | -4 | -3 | 3 | -14 | -15 | -8 | 15 | · | 0 | O=C(NCc1ccco1)c1cc(C(=O)C2CCCCC2)c[nH]1

From entry 22 as far as 30, copied from above:
cpd | MITF act | CDK5 inh | PKA-R1A activ | Arr AP2 block | dFosB act | PKA-R2B act | SR-BI HDL uptake | Mot1-301 SUMO | SR-BI DiI-HDL act | DSG3 Ab inh | NSD2 HMT inh | canonical_smiles
22 | · | -1.7 | -5 | 3 | -9 | -16 | · | -2 | · | 119 | · | COc1cc(Br)c(CNc2cc(C)ccc2C)cc1OC
23 | -2 | -0.1 | 0 | 4 | -9 | 0 | -11 | -21 | 11 | · | · | CC(C)CC(c1nnnn1Cc1ccccc1)N1CCC(C(N)=O)CC1 (configuration not stated)
24 | -2 | -0.5 | -1 | -3 | 1 | -11 | -2 | · | 2 | 123 | 1 | COc1cc(-c2cc(OC)c(O)c(OC)c2)cc(OC)c1O
25 | 6 | -1.2 | -20 | -1 | 1 | -10 | -11 | 10 | 11 | 104 | · | N#CCCN1CCN(Cc2ccccc2)CCC1=O
26 | -10 | -1.1 | 3 | 25 | -10 | -4 | -31 | 212 | 31 | 102 | 4 | COc1cccc(N2CCN(c3ccc4nnc(CCC(=O)N5CCN(C)CC5)n4n3)CC2)c1
27 | 5 | 0.8 | 10 | -2 | 12 | 7 | -11 | 53 | 11 | 106 | 4 | COCCNC(=O)COc1ccccc1Cl
28 | 28 | 0.8 | 1 | -8 | -12 | -5 | 3 | 317 | -3 | 102 | -5 | O=C(Nc1ccc(F)cc1)c1c(Cl)nc2ccccn12
29 | -9 | -0.3 | -6 | -10 | -2 | -10 | 1 | -11 | -1 | · | 0 | O=C(Nc1ccccc1)N1CCCN(c2nccc(C(F)(F)F)n2)CC1
30 | · | -2.6 | -4 | -3 | 3 | -14 | -15 | -8 | 15 | · | 0 | O=C(NCc1ccco1)c1cc(C(=O)C2CCCCC2)c[nH]1

Continued.
cpd | MITF act | CDK5 inh | PKA-R1A activ | Arr AP2 block | dFosB act | PKA-R2B act | SR-BI HDL uptake | Mot1-301 SUMO | SR-BI DiI-HDL act | DSG3 Ab inh | NSD2 HMT inh | canonical_smiles
31 | · | 2.4 | 6 | 12 | 6 | 5 | -1 | 12 | 1 | · | -4 | CCc1ccccc1NC(=O)COC(=O)C1CC(=O)N(c2ccc(F)cc2)C1 (configuration not stated)
32 | 2 | 1.1 | 0 | 22 | 0 | -2 | -12 | 2 | 12 | · | -3 | CN(CC(=O)Nc1ccc(F)c(F)c1F)C(=O)CC1CCCCC1
33 | 1 | 0.0 | 3 | -14 | -2 | 4 | 5 | · | -5 | 102 | -3 | Cc1nc(Cc2nnc(SCC(=O)N3CCN(c4ccccc4)CC3)o2)cs1
34 | -13 | -0.5 | -8 | -1 | -3 | 0 | 13 | -5 | -13 | · | 0 | CC(C)(C)C(=O)CSc1nc2ncc(Br)cc2[nH]1
35 | -12 | 0.7 | 18 | -1 | 0 | 18 | -5 | -10 | 5 | 109 | -1 | COc1ccccc1CNc1nc2nc(C)c(Cl)c(=O)n2[nH]1
36 | -12 | -0.1 | -6 | 38 | -13 | -3 | 36 | 3 | -36 | 100 | 0 | CCCC(NCC(=O)Nc1cc(S(=O)(=O)N2CCOCC2)ccc1OC)c1ccccc1 (configuration not stated)
37 | 22 | -0.9 | -5 | 0 | 2 | -6 | -14 | 93 | 14 | 99 | -1 | Cc1nnc(SCC(=O)N2CCc3ccccc32)s1
38 | -15 | -2.1 | 8 | 51 | 4 | -8 | 20 | 2 | -20 | 108 | 19 | Cc1ccc(NP(=O)(Nc2ccc(C)cc2)Nc2ccc(C)cc2)cc1
39 | 12 | -0.2 | 4 | -7 | -6 | 5 | 53 | 102 | -53 | 103 | -3 | COc1ccc2cc(C(c3nnnn3C3CCCC3)N3CCCCCC3)c3nnnn3c2c1 (configuration not stated)
40 | 2 | 0.0 | -3 | -5 | -5 | -10 | 12 | -3 | -12 | · | -3 | CCCCCNc1nc(-c2ccccc2)nc(-n2ccnc2)n1
41 | 48 | 0.9 | -11 | 2 | -2 | -10 | 18 | 33 | -18 | 106 | 2 | Cc1nn(-c2ccc(C(=O)OC(C)C)cc2)c(C)c1[N+](=O)[O-]
42 | 3 | -0.1 | -12 | 26 | 5 | -1 | -30 | -8 | 30 | 121 | 1 | Cc1n[nH]c(C)c1Cc1ccc(C(=O)O)cc1
43 | -3 | 1.8 | 0 | 8 | -6 | -3 | 0 | 2 | 0 | · | -2 | O=C(CSc1nnc(C2CC2)n1CC1CCCO1)Nc1ccccc1Cl (configuration not stated)
44 | 6 | -1.5 | -3 | 7 | -1 | 1 | -17 | 42 | 17 | 106 | 3 | Cc1ccc(CN2CC(C(=O)N3CC(C)CC(C)C3)CC2=O)cc1 (configuration not stated)
45 | · | -0.5 | -12 | 5 | -10 | -7 | -8 | 11 | 8 | 108 | -3 | Cn1cnnc1SCC(=O)OCN1C(=O)c2ccccc2C1=O
